# aSyn yeast rescue = alpha-synuclein toxicity suppression in yeast; S. cerevisiae alpha-synuclein toxicity rescue, BacTiter-Glo growth, 24 h; Potency, µM (top dose mostly 46.1 µM), for inactives: at the top dose growth rescue (activation), most hits filed as activators; 0.02% of 94,000 active; active = well fitted activation curve with a large enough effect; inconclusive = small, poorly fitted or top-dose-only effect; note: 0% is about no effect
#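 Growth restoration measured by BacTiter-Glo luminescence after 24 hr at 30 deg C; alpha-synuclein yeast, raffinose-pregrown to mid-log, were added at OD600=0.02 in galactose medium onto pinned compounds.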
# Numbers without * were called inactive; ? = inconclusive; & = joins results of further samples; [ ] = dose if it differs, or a comment. Potency is the fitted concentration of half-maximal effect. Some of the compounds tested; count on the stated rates, not on these rows.
SMILES,aSyn yeast rescue
O=C(Nc1ccc(Br)cc1)c1cccc(-n2cnnn2)c1,-3%
CC(C)(C)C(=O)N(Cc1ccc(Cl)cc1)c1cnccn1,10%
CC(=O)c1c(C)[nH]c(C(=O)N2CCN(c3ncccn3)CC2)c1C,-5%
Cc1ccc(-c2nn(-c3ccc(F)cc3)cc2C(=O)NC2CCC(O)CC2)cc1 (stereo not given),0%
CCc1ccc(CNC(=O)c2cc3c(C)nc4ccccc4c3o2)cc1,-5%
N#CCCN(C(=O)Cn1nc(C(=O)O)c2ccccc2c1=O)c1ccccc1,-10%
O=C(Cn1c(=O)oc2cc(S(=O)(=O)N3CCCC3)ccc21)Nc1ccc(F)cc1F,-12%
CCN1CCN(C(C)C(=O)NC2CCCCC2)CC1 (stereo not given),-5%
CCOc1ccc(NC(=O)c2cc(CN3CCCC3)on2)cc1,0%
CN(C)CCN(C(=O)C1CCN(S(=O)(=O)c2cccs2)CC1)c1nc2ccc(F)cc2s1,15%
COc1ccc(Nc2ccc3cc(S(=O)(=O)N4CCCC4)ccc3n2)cc1Cl,-18%
O=C(c1ccco1)N1CCN(C(=O)c2cnn(-c3cccc(F)c3)c2C2CCNCC2)CC1,3%
CCCNC(=O)c1c(NC(=O)c2ccccc2)sc2c1CCC(C(C)(C)C)C2 (stereo not given),-6%
CCCN(CCC)Cc1c(C(=O)N/N=C/c2ccco2)nnn1-c1nonc1N,8%
O=C(CN(Cc1ccc(F)cc1)C(=O)CCC(=O)Nc1nccs1)NCC1CCCO1 (stereo not given),2%
Cc1ccc2c(=O)cc(C(=O)Nc3sc4c(c3C(N)=O)CCCC4)oc2c1,-7%
COc1ccc(CNc2ncnc3c2c(-c2ccccc2)cn3-c2ccccc2)cc1,2%
CCOC(=O)c1ccc(NC2(c3ccccc3)C(=O)c3ccccc3C2=O)cc1,?
CCOc1ccc(CC(=O)NCCc2csc3nc(-c4ccccc4F)nn23)cc1,-3%
CCCCn1c(N)c(N(CC)C(=O)c2ccc(C#N)cc2)c(=O)[nH]c1=O,-4%
COc1ncccc1C(=O)N1CCCC(C(=O)Nc2cccc(-c3ccc(F)cc3)c2)C1 (stereo not given),7%
O=C(NC1CCCCC1)c1ccc2c(c1)OCO2,8%
Cc1cc(OCC(=O)NCCc2nc3ccccc3[nH]2)cc(C)c1Cl,4%
COc1ccc(CNC(=O)Cn2c(=O)oc3cc(S(=O)(=O)N4CCCCCC4)ccc32)cc1,-6%
CCN1CCSc2ccc(C(=O)NCc3ccc(OC(C)C)cc3)cc21,1%&2%
CCc1ccccc1NC(=O)CSc1nncn2c1cc1oc(C)cc12,?
Cc1ccc(S(=O)(=O)N2CCC(C(=O)Nc3cc(C(F)(F)F)ccc3N3CCOCC3)CC2)cc1C,11%
O=C(NCC1CCCO1)C1CC(=O)N(c2ccccc2)C1 (stereo not given),4%
CCc1ccccc1N(CC)C(=O)c1cc2c(s1)-c1ccccc1OC2,6%
COc1ccc(NC(=O)CSc2n[nH]c(-c3ccccc3)n2)cc1Cl,1%
Cc1c(C(=O)N2CCCCCC2)c(S(=O)(=O)N(Cc2ccccc2)C(C)(C)C)c(C)n1C,-4%
Cc1ccc(NC(=O)CCN2C(=O)C3CCCCC3C2=O)c(O)c1 (stereo not given),8%
Cc1c(NC(=O)Nc2ccccc2C(F)(F)F)sc2nc3n(c(=O)c12)CCC(C)CC3 (stereo not given),1%
O=c1c2ccccc2nnn1CSc1nc2ccccc2[nH]1,2%
O=C(NC1CC1)C(Cl)c1ccccc1 (stereo not given),4%
O=C(COC(=O)CCCc1nc2ccccc2s1)Nc1ncc(Cl)cc1Cl,-1%
O=C(CCCNC(=O)c1ccc(Cl)cc1)Nc1cccc(F)c1,9%
[O-]/C(=C(\C(=S)NCc1ccccc1)[n+]1ccccc1)c1ccc(Cl)cc1,-2%
Cc1ccccc1OC(=O)CSc1nnc(-c2cccs2)o1,-5%
COc1ccc(OC)c(NC(=O)Cn2nc3c(cc2=O)CCCC3)c1,-2%

# In the list so far, 5 contain an NH in an aromatic ring:
SMILES,aSyn yeast rescue
CC(=O)c1c(C)[nH]c(C(=O)N2CCN(c3ncccn3)CC2)c1C,-5%
CCCCn1c(N)c(N(CC)C(=O)c2ccc(C#N)cc2)c(=O)[nH]c1=O,-4%
Cc1cc(OCC(=O)NCCc2nc3ccccc3[nH]2)cc(C)c1Cl,4%
COc1ccc(NC(=O)CSc2n[nH]c(-c3ccccc3)n2)cc1Cl,1%
O=c1c2ccccc2nnn1CSc1nc2ccccc2[nH]1,2%

# Following part:
SMILES,aSyn yeast rescue
COc1ccc(-c2nc(Cn3c(SCc4ccccc4F)nc4ccncc43)c(C)o2)cc1OC,-6%
COC(=O)c1ccc(N2CCN(c3ccccc3)CC2)c(N)c1,3%
O=C(Cn1c(-c2cccs2)cc2ccccc21)N1CCN(c2ccc(F)cc2)CC1,5%
COc1cc(Cl)c(C)cc1NC(=O)CSc1nc2c(c(=O)[nH]1)CCCC2,0%
CC1(C)Cc2nc(N3CCCC3)c(C#N)cc2CO1,-8%
Cc1ccc(N/C=C(\C2OC(=O)c3ccccc32)[N+](=O)[O-])c(C)c1 (stereo not given),3%
COc1ccc(NC(=O)C[C@H]2C(=O)N(c3ccc(OC)cc3)C[C@@H]2C)cc1,-2%
CC(NC(=O)CNC(=O)c1ccco1)c1ccccc1 (stereo not given),0%
CCOc1ccc(CNC(=O)Cn2ncc3c(=O)oc4ccc(C)cc4c32)cc1,-6%
CCCC#Cc1ccc2c(c1)O[C@@H](CN(C)Cc1ccc3c(c1)OCO3)[C@H](C)CN([C@@H](C)CO)S2(=O)=O,7%
CC(C)CCN1CCN(Cc2ccc(C(F)(F)F)cc2)CC1CCO (stereo not given),4%
CN(C(=O)c1ccc(Br)cc1)C1CCS(=O)(=O)C1 (stereo not given),11%
Clc1ccc(-c2cc3ccccc3nc2N2CCOCC2)cc1,3%
Brc1cccc(CNn2cnnc2)c1,1%
Cc1ccccc1C(=O)NCCc1csc(-c2ccc(C(F)(F)F)cc2)n1,-11%
COCCCNC(=O)c1ccc(NC(=O)c2nsc3ccccc23)cc1,-9%
Cc1ccc(-c2nc3ccccn3c2Nc2ccc3c(c2)OCO3)cc1,-36%[inhibitor]
CCCc1nnc(NC(=O)c2nc(SCC)ncc2Cl)s1,5%
Cc1ccc(S(=O)(=O)NCCc2nnc3ccc(SCc4cccc(F)c4)nn23)cc1,-5%
COc1cc(/C=N/NC2=NCCCCC2)ccc1O,-13%
Cc1ccc(Nc2c(-c3ccc(C)o3)nc3cccc(C)n23)cc1,-34%[inhibitor]
COc1ccc(CN(Cc2ccco2)C(=O)COc2ccc(Cl)cc2C)cc1,11%
CCc1ccc(NC(=O)C(C)OC(=O)CCN2C(=O)C3CC=CCC3C2=O)cc1 (stereo not given),6%
C[C@@H]1CN([C@@H](C)CO)S(=O)(=O)c2ccc(Br)cc2O[C@H]1CN(C)C(=O)c1ccccc1F,-1%
COc1ccc(N2CCN(C(=O)c3ccc4c(=O)n(CCc5ccc(OC)c(OC)c5)c(=O)[nH]c4c3)CC2)cc1,0%
COc1ccc(C(=O)N2CCN(c3nc4ccccc4o3)CC2)cc1OC,5%
CCOc1ccc(NC(=O)c2c(NCc3ccc(C)o3)sc3c2CCC(C)C3)cc1 (stereo not given),?
CC12CN3CCN(CC(C3)/C1=N\NC(=O)c1ccccc1N)C2,5%
COC(=O)c1ccc(Cl)cc1NC(=O)NC(C)c1c(-n2cccc2)sc(C)c1C (stereo not given),2%
CCOC(=O)N1CCC(N(CCN(C)C)C(=S)Nc2cccc(SC)c2)CC1,-7%
Cn1c(=O)c2c(nc(CN3CCCCC3)n2Cc2c(F)cccc2Cl)n(C)c1=O,-3%
Cc1ncc(CN2CCCC(CCC(=O)NCc3ccccc3F)C2)s1 (stereo not given),-9%
CCNC(=S)Nc1ccc2cn[nH]c2c1,2%
O=C1ON=C(c2ccccc2)/C1=C\c1ccco1,7%
CCOC(=O)c1c(C)sc(-c2c(-c3cc(C)ccc3C)[nH]c3c2c(=O)n(C)c(=O)n3C)c1O,-5%
Cc1cccc(NC(=O)Cn2cnc(S(=O)(=O)N3CCCC3)c2)c1C,6%
COc1cccc(-c2nn(C)c3sc(C(=O)NCCc4ccc(Cl)cc4)cc23)c1,1%
NS(=O)(=O)c1ccc(CNC(=O)c2ccccc2SCC(=O)N2CCCC2)cc1,-4%
COc1ccc(CN2C(=O)N(c3ccc(F)cc3)C(=O)C2CC(=O)Nc2cc(OC)cc(OC)c2)cc1 (stereo not given),-4%
CC(C)c1cc(CN2CCN(C3CCCC3)C(CCO)C2)[nH]n1 (stereo not given),14%
CCCCCSc1nc2sc3c(c2c(=O)n1-c1ccccc1)CCN(C(C)=O)C3,8%
Cc1ccc2nc(SCC(=O)NCc3ccccc3)nc(=O)n2c1,-52%[inhibitor]
CC1(C)CC(=O)c2ccc(O)cc2O1,-11%
Cc1ccccc1NS(=O)(=O)CCCCC(Cl)(Cl)Cl,5%
CSc1cccc(Nc2cc(C(=O)NCCCN(C)c3ccccc3)c3ccccc3n2)c1,-1%
Cc1ccc2ncc(C(=O)c3ccc(C)c(C)c3)c(S(=O)(=O)c3ccccc3)c2c1,5%
CCOC(=O)CSc1nc2c(c(=O)n1-c1ccc(OC)cc1)SCC2,6%
Cc1cc(C(=O)Nc2cccc3ccccc23)c(C)o1,-10%
COc1ccc(NS(=O)(=O)c2ccc(NC(=S)NC(=O)c3ccc(F)cc3)cc2)nn1,-2%
CCOC(=O)c1cc(-c2ccc(F)cc2)n(CCC(=O)Nc2nc3cc(C)c(C)cc3s2)c1C,-2%
COc1ccc(Cl)cc1NC(=O)CSc1cn(CC(=O)N2CCCCC2)c2ccccc12,9%
Cc1cccc(C(C)C)c1NC(=O)c1ccc2c(c1)CCN2S(C)(=O)=O,-13%
Cc1ccc(CCNC(=O)c2cc(-c3ccccc3)n[nH]2)cc1,-6%
CS(=O)(=O)Nc1ccc2c(c1)[C@H]1C[C@H](CC(=O)NCc3cccc(F)c3)O[C@@H](CO)[C@H]1O2,-8%
Cc1ccc(N2C(=O)C3NN=C(C(=O)OCc4ccccc4)C3C2=O)c(C)c1 (stereo not given),2%
Nc1c(C(=O)N2CCCC2)sc2nc(-c3ccccc3)ccc12,-1%
Cc1ccccc1C(=O)Nc1cccc(-c2ccc3nncn3n2)c1,5%
CC(=O)c1cccc(NC(=O)c2cnn(-c3cccc(C)c3)c2-n2cccc2)c1,-1%
CC(=O)c1cccc(N2C(=O)CN(S(C)(=O)=O)CC2(C)C(=O)NC2CCCC2)c1 (stereo not given),-7%
CCOC(=O)c1ccc(NC(=O)CC2C(=O)OCCN2CC)cc1 (stereo not given),-86%[inhibitor]

# Molecules shown so far that have a tert-butyl group, in the order listed:
SMILES,aSyn yeast rescue
CC(C)(C)C(=O)N(Cc1ccc(Cl)cc1)c1cnccn1,10%
CCCNC(=O)c1c(NC(=O)c2ccccc2)sc2c1CCC(C(C)(C)C)C2 (stereo not given),-6%
Cc1c(C(=O)N2CCCCCC2)c(S(=O)(=O)N(Cc2ccccc2)C(C)(C)C)c(C)n1C,-4%

# New compounds follow
SMILES,aSyn yeast rescue
CC(=O)Nc1ccc(S(=O)(=O)NCC2CCC(C(=O)NCCCOC(C)C)CC2)cc1 (stereo not given),-6%
CCc1ccc(CNC(=O)C2CCN(c3nn4cc(-c5ccc(F)cc5)nc4s3)CC2)cc1,-1%
COc1ccc(NC(=O)c2oc3ccc(S(=O)(=O)N4CCOCC4)cc3c2C)c(OC)c1,-5%&-12%
COC(=O)c1cc(Cl)c(NC(=O)/C=C/c2ccc(Cl)cc2Cl)cc1OC,9%
Cc1onc(-c2ccccc2)c1CNC(=O)Nc1cccc(Cl)c1,-10%
O=c1[nH]c(C2CCN(S(=O)(=O)c3ccc(S(=O)(=O)NC4CC4)cc3)CC2)nc2c1nnn2Cc1ccccc1,8%
COc1ccc(C2(c3ccc(OC)cc3)NC(=O)N(CC(=O)Nc3ccc(OC)c(OC)c3)C2=O)cc1,-3%
CCCCN1C(=O)C(CC(=O)NCC2CCCCC2)CC(C(=O)N(CC)CC)=C1C (stereo not given),-3%
CN(C)c1ccc(-c2nc3ccccn3c2Nc2ccc3c(c2)OCCO3)cc1,-11%
Cc1cccc(Nc2nc(-c3ccccc3)nc3ccccc23)c1,-23%
COc1cc2nc(NC(=O)c3ccc(S(=O)(=O)N4CCOCC4)cc3)sc2cc1OC,-1%
O=C(OCc1cn([C@H]2C[C@H](c3ccccc3)N(CC3CCCCC3)C[C@@H]2O)nn1)c1ccccc1,-3%
Cc1nn(-c2ccccc2)c(-n2cccc2)c1C(=O)NCCCN1CCN(c2ccccc2F)CC1,2%
COCCNC(=O)c1cc(-c2ccc(Cl)c(Cl)c2)on1,3%
CCC(CC)C(=O)Nc1nc2c(s1)CC(C)CC2 (stereo not given),-5%
CC(=O)c1ccc(NS(=O)(=O)c2ccc3[nH]c4c(c3c2)CCCC4)cc1,15%

# Six compounds already listed, sorted by count of non-hydrogen atoms, high to low.
SMILES,aSyn yeast rescue
Cc1nn(-c2ccccc2)c(-n2cccc2)c1C(=O)NCCCN1CCN(c2ccccc2F)CC1,2%
O=C(OCc1cn([C@H]2C[C@H](c3ccccc3)N(CC3CCCCC3)C[C@@H]2O)nn1)c1ccccc1,-3%
COc1ccc(NC(=O)c2oc3ccc(S(=O)(=O)N4CCOCC4)cc3c2C)c(OC)c1,-5%&-12%
CN(C)c1ccc(-c2nc3ccccn3c2Nc2ccc3c(c2)OCCO3)cc1,-11%
COC(=O)c1cc(Cl)c(NC(=O)/C=C/c2ccc(Cl)cc2Cl)cc1OC,9%
COCCNC(=O)c1cc(-c2ccc(Cl)c(Cl)c2)on1,3%
